Artemis endo inh = Artemis endonuclease inhibitors, primary screen, biochemical, fluorescence intensity, FAM/BHQ-1 hairpin substrate | Protein artemis (Homo sapiens), Q96SD1 | recombinant Artemis, quenched FAM hairpin cleavage fluorescence | inhibition, % at 10 µM | hit rate 0.78% among 30,000;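 active = at 10 µM dose, at least 30% inhibition, measured as corrected fluorescence normalized to stimulator and neutral control wells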
Target sequence (Q96SD1 whole entry, looked up): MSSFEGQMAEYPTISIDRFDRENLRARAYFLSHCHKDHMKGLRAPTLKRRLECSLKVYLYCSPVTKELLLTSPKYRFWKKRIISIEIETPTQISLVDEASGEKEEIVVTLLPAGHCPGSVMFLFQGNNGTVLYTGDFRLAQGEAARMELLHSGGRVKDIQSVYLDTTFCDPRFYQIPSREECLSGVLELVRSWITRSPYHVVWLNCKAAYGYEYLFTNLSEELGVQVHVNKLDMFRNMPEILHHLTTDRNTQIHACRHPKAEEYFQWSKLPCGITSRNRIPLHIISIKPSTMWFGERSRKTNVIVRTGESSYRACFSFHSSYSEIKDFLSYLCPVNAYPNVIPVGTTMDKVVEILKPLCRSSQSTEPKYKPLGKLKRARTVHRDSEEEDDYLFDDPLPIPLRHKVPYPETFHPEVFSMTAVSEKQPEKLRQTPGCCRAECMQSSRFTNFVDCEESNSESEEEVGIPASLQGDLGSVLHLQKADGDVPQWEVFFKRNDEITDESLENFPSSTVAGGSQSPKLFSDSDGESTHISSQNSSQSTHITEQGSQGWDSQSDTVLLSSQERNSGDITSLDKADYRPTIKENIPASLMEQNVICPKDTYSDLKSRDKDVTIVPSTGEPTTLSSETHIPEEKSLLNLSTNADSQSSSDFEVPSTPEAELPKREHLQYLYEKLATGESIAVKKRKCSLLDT
* hit, by the source's call. Some of the compounds tested; the hit share may differ from the screen's.

smiles,Artemis endo inh
O=C(CSc1nnc(Cn2nnc3ccccc32)o1)N(Cc1ccc(Cl)cc1)c1ccccc1,9
CNC(=O)c1ccccc1NC(=O)c1ccco1,-13
CC1Cc2ccccc2N1C(=O)CSc1nnc(Cc2ccccc2)n1CCc1ccccc1 (stereo unspecified),14
Cc1cc2c(cc1C)N(C(=O)CN1C(=O)c3ccccc3C1=O)C(C)(C)c1ssc(=S)c1-2,2
COc1ccc(OC)c(Nc2cc(C(=O)NCCCN3CCOCC3)c3ccccc3n2)c1,-3
COc1cc(NC(=O)C2CCCN2C(=O)OCc2ccccc2)cc(OC)c1 (stereo unspecified),-7
Cc1nc2cc(N3CCOCC3)c(NC(=O)C3CC3)cc2c(=O)n1Cc1ccccc1,10
COc1ccc(C(C(=O)NC2CCCCC2)N(C(=O)c2ccco2)c2ccc(-n3cnnn3)c(C)c2)cc1 (stereo unspecified),4
Cc1cc(Cl)ccc1NC(=S)NCCC(c1ccccc1)c1ccccc1,16
COc1ccc(OC)c(C(=O)CSc2nnc(-c3cccnc3)n2C)c1,4
CCOC(=O)N1CCC(NC(=O)c2cc(C(=O)NCc3cccc(Cl)c3)ccc2CO)CC1,-7
O=C(NC(=S)NC1CCCCCCCCCCC1)c1cccnc1,-2
Cc1cc2cc(CN(CCN3CCOCC3)C(=O)Nc3ccccc3F)c(=O)[nH]c2cc1C,6
COc1ccc2c(c1OC)C(=O)N(c1cccc(C)c1)C2,-3
NC(=O)c1ccc([N+](=O)[O-])cc1SCc1ccccc1,2
CCSc1n[nH]c2nc3c(c(=O)n12)C1(CCCC1)Cc1ccccc1-3,9
Cc1c(C(=O)O)oc2ccc(S(=O)(=O)N(CC(C)C)CC(C)C)cc12,5
Cc1ccc(O)c(-c2cc(-c3ccccc3C)[nH]n2)c1,0
CCC1(CC)N([O-])C(C)=C(c2ccccc2)[N+]1=O,8
COc1ccc(C)cc1NC(=O)CN1CCN(c2ccccc2F)CC1,3
Cc1cc(C)c(C)c(OCC(=O)N2CCOCC2)c1,0
Cn1c(=O)[nH]c(=O)c2c1nc(Br)n2Cc1ccccc1F,-8
COc1cc(OC)c(OC)cc1/C=N/n1c(C)nnc1C,2
CCCn1nc(C(=O)Nc2ccc(S(=O)(=O)Nc3nccs3)cc2)c2ccccc2c1=O,22
O=S(=O)(c1ccc(Cl)cc1)N1c2ccccc2Oc2nc3ccccc3nc21,-20
COc1ccc(C(NC(=O)CNC(C)=O)C(=O)Nc2ccc3c(c2)OCCO3)cc1 (stereo unspecified),-10
CCCCNC(=O)c1c(O)c2cccc3c2n(c1=O)CCC3,3
CC(=O)Nc1ccc(C(=O)n2cnc3cc(C)c(C)cc32)cc1,9
CCOC(=O)c1c(N)sc2c1CCSC2,4
COc1ccc(/C=N/NC(=O)Nc2nonc2N)cc1,-6
CCC(=O)c1ccc(OC(=O)c2ccc(Br)o2)cc1,1
CC(=O)c1cc(-c2ccccc2)[nH]c1N1CCCC1,7
N/C(=N\OC(=O)c1cccc(Cl)c1)c1cccnc1,0
CC(C)CCN1CC(C(=O)N2CCN(c3ccc(F)cc3)CC2)CC1=O (stereo unspecified),6
Cc1cc(C)c(C#N)c(SCC(=O)CC(=O)OC(C)C)n1,4
Cc1ccc(-c2noc(CCC(=O)NCCN3CCOCC3)n2)cc1,-5
Cc1cc2c(C)c(C)c(=O)[nH]c2cc1N,10
Cc1ccc(OCC(=O)NCc2ccccn2)cc1,-1
COCCCNC(=O)c1cc(C(=O)c2c(-c3c(Cl)cccc3Cl)noc2C)c[nH]1,-5
Nc1nc(-c2ccc(Cl)cc2)cn1N,0

A different layout for part of the listing above.
> COc1ccc(/C=N/NC(=O)Nc2nonc2N)cc1
  Artemis endo inh: -6
> CCC(=O)c1ccc(OC(=O)c2ccc(Br)o2)cc1
  Artemis endo inh: 1
> CC(=O)c1cc(-c2ccccc2)[nH]c1N1CCCC1
  Artemis endo inh: 7
> N/C(=N\OC(=O)c1cccc(Cl)c1)c1cccnc1
  Artemis endo inh: 0

The results go on:
smiles,Artemis endo inh
CC(C)NC(=O)c1ccccc1S(=O)(=O)c1ccccc1C#N,-8
COc1ccc2c(c1)CCc1c-2n[nH]c1C(=O)O,8
OC(COCc1ccc2c(c1)OCO2)CN1CCN(Cc2ccccc2)CC1 (stereo unspecified),-6
COc1ccc(C(c2nnnn2Cc2ccccc2)N2CCN(c3nc4ccccc4s3)CC2)cc1 (stereo unspecified),13
O=C(Nc1ccccc1C(=O)NCc1ccco1)c1ccccc1,-5
CCOc1ccc2[nH]c(=O)c(CN(CC3COCCO3)C(=O)C3CC3)cc2c1 (stereo unspecified),-1
CC(C)(C)c1ccc(O)c(/C=N\O)c1,-3
CCn1c2ccccc2c2cc(/C(C)=N/O)ccc21,5
CCC1(CC)Cc2ccccc2C(Nc2c(C)n(C)n(-c3ccccc3)c2=O)=N1,-3
CC(C)=C1SC(N2CCN(c3ccc(C)cc3)CC2)=NC1=O,3
Clc1cccc(NCc2nnc(SCc3ccccc3Cl)o2)c1,0
CCc1cccc(NC(=O)CN(C)S(=O)(=O)c2cnc[nH]2)c1,1
CC(C)NC(=O)c1ccc2c(c1)S(=O)(=O)c1ccccc1C2=O,4
O=C(O)CC(NC(=O)C(c1ccccc1)c1ccccc1)c1ccco1 (stereo unspecified),-5
COc1ccc(N2CCN(C(=O)C3CCN(S(=O)(=O)N4CCOCC4)CC3)CC2)cc1,-2
CC(C)NCC(=O)NC12CC3CC(CC(C3)C1)C2,3
Cc1nn(CCC#N)c2nc(C(F)(F)F)[nH]c(=O)c12,-8
COC(=O)c1ccc(Cl)c(-c2ccc(/C=N/NC(=O)Nc3ccccc3)o2)c1,-2
CN1CCN(S(=O)(=O)c2cc([N+](=O)[O-])ccc2N2CCCCCC2)CC1,0
C/C(=C(\C#N)C(=O)NC1CCCCC1)N(C)C,4
Cc1nc(SCc2ccc(Br)cc2)[nH]c(=O)c1C,6
Cc1ccc2[nH]c(=O)c(CN(CCO)C(=O)NCc3ccccc3)cc2c1,-7
CCCCC(=O)NC(c1cccc([N+](=O)[O-])c1)c1c(OC(C)=O)ccc2ccccc12 (stereo unspecified),-5
N#Cc1nc(COc2ccc(Br)cc2)oc1N1CCN(Cc2ccccc2)CC1,14
CCCOc1ccc(/C=N/NC(=O)c2ccc(Cn3cc([N+](=O)[O-])cn3)o2)cc1,3
Cc1ccc(-n2[nH]c(C)c(C=Nc3cc(C)ccn3)c2=O)cc1,2
CCC1CCCCN1S(=O)(=O)c1ccc2c(c1)CCN2C(=O)C1CCC1 (stereo unspecified),5
COc1cccc(NC(=O)c2ccc(NC(C)=O)cc2)c1,0
O=C(CS(=O)(=O)c1ccccc1)c1ccc2c(c1)OCCO2,-3
O=C1c2cccnc2C(=O)N1c1cccc(-c2nc3ccccc3o2)c1,-9
Fc1ccc(C2NCCn3cccc32)cc1 (stereo unspecified),-8
CCSc1nnc(NC(NC(=O)c2ccco2)(C(F)(F)F)C(F)(F)F)s1,-18
O=C(CSc1nc2cc(Cl)ccc2o1)N1CCOCC1,1
CCc1c(C)nc2ncnn2c1Nc1ccc(C(C)=O)cc1,6
CCOc1cc(C2C(C(=O)c3ccc(C)o3)=C(O)C(=O)N2CCc2ccccc2)ccc1O (stereo unspecified),32*
Nc1nonc1OCCc1ccccc1,-1
Cc1nc2nc(-c3ccc(Cl)cc3)[nH]n2c(=O)c1Cc1ccccc1,3
CCCCOC(=O)c1ccc(NS(=O)(=O)c2cc(-c3nnnn3CC)ccc2OC)cc1,1
COc1cc(C(=O)N2CCN(C(=O)c3ccco3)CC2)cc(OC)c1OC,-3
Cc1cccc(OCc2nnc(N)s2)c1C,-2
Cc1nc(S(=O)(=O)c2ccc(Cl)cc2Cl)nc2c1CCC2,-5
COC(=O)c1coc(-c2ccc(OC)cc2)c1C(=O)OC,-3
CC1(C)C2CCC13CS(=O)(=O)N[C@@H]3C2 (stereo partly specified),0
COC(=O)C(Cc1ccc(OC(=O)c2ccc(C)cc2)cc1)N1Cc2ccccc2C1=O (stereo unspecified),7
COc1ccc(CN2CCn3ncc(C(=O)Nc4cccc(C)c4)c3C2=O)cc1,3
O=C(/C=C/c1ccc(Cl)c([N+](=O)[O-])c1)NCc1cccnc1,0
O=C(CC1CCS(=O)(=O)C1)NC1CCCCC1 (stereo unspecified),4
CCCCCOc1ccc(CSC(=N)N)cc1[N+](=O)[O-],3
COC(=O)c1sc(NC(=O)CC(C)C)c(C(=O)OC)c1C,0
COc1ccc(CNc2nc3nc4c(c(=O)n3[nH]2)CCC4)cc1,-11
S=C(NCc1ccccn1)Nc1ccc(Cl)cc1Cl,-4
CN(C)c1ccc(C=Nc2ccc(N(C)C)cc2)cc1,2
COc1ccc(CNC(=O)C2CCN(C(=O)[C@@H](CC(C)C)NC(=O)OC(C)(C)C)CC2)cc1,0
CC(=O)c1cnc(N(C)C)s1,1
Cc1cc(OCC(=O)Nc2ccncc2)cc(C)c1Br,-1
COc1ccc(Cc2nc(C(=O)Nc3ccc(F)cc3)cs2)cc1,3
O=C(Nc1cccc(Oc2c(F)c(F)c(F)c(F)c2F)c1)N1C[C@@H]2C[C@@H](C1)c1cccc(=O)n1C2,1
CCC(C)C(NC(=O)c1ccccc1NC(=O)c1ccco1)C(=O)NC1CCCCC1 (stereo unspecified),-9
NS(=O)(=O)c1ccc(CNC(=O)CCC2CCCCC2)cc1,-5
COc1ccc(Cn2c(C)c(C)c(C#N)c2NC(=O)Nc2ccccc2)cc1,4

More compounds follow.
smiles,Artemis endo inh
CC(=O)c1cnn(-c2cc(Oc3ccccc3C)ncn2)c1C,2
CCc1nnc(NC(=O)CSc2nc3c(cc2C#N)CCCC3)s1,3
Cn1c(=O)c2c(nc(NCCO)n2C)n(C)c1=O,0
CCNC(=S)N1CCN(c2ccc([N+](=O)[O-])cc2)CC1,0
COC(=O)c1sc2ccccc2c1-n1cccc1C(=O)C(=O)Nc1ccc(OC)cc1,-3
O=C(NCc1ccc2c(c1)OCO2)c1cc2ncc(Br)cn2n1,6
CC1(C)C(=O)OC(c2ccccc2)C2(CCCC2)C1=O (stereo unspecified),-2
O=C(O)C1CC(=O)N(CCOc2ccccc2)C1 (stereo unspecified),7
CC1(C)C2CCC1(CS(=O)(=O)NCc1ccc(C(=O)O)cc1)C(=O)C2 (stereo unspecified),13
CC1CCc2sc3ncnc(N4CCOCC4)c3c2C1 (stereo unspecified),-5
COc1ccc(NC(=O)C(C)NS(=O)(=O)c2ccccc2)cc1Cl (stereo unspecified),-9
O=C(COC(=O)c1ccccc1NC(=O)c1ccco1)NC1CCCCC1,-2
Cc1ccc(S(=O)(=O)c2nc(S(C)(=O)=O)sc2N(C)C)cc1,0
S=c1[nH]nc(-c2ccccc2)n1CC1CCCO1 (stereo unspecified),0
CC(=O)c1c(C)[nH]c(C(=O)OCc2nnc(-c3ccccc3)o2)c1C,10
CCn1nnnc1SCC(=O)Nc1ccc(OC)cc1,-3
NC(=O)Cn1c(=O)n(CCCC(=O)NC2CCN(Cc3ccccc3)CC2)c(=O)c2ccccc21,5
COCCOC(=O)c1[nH]c2c(c1C)C(=O)CC(c1ccccc1)C2 (stereo unspecified),3
CCN1C(=O)c2n[nH]c(C(=O)OC)c2C1=O,5
Cc1ccc(N/N=C/c2ccc(N3CCOCC3)cc2)cc1C,-13

Rewritten field by field: part of the list above.
COc1ccc(NC(=O)C(C)NS(=O)(=O)c2ccccc2)cc1Cl (stereo unspecified)
  Artemis endo inh: -9
NC(=O)Cn1c(=O)n(CCCC(=O)NC2CCN(Cc3ccccc3)CC2)c(=O)c2ccccc21
  Artemis endo inh: 5
CCc1nnc(NC(=O)CSc2nc3c(cc2C#N)CCCC3)s1
  Artemis endo inh: 3
Cn1c(=O)c2c(nc(NCCO)n2C)n(C)c1=O
  Artemis endo inh: 0

Carrying on.
smiles,Artemis endo inh
CCCCOC(=O)Cn1c(=O)c2c(nc3n2CCCCN3c2ccc(C)cc2)n(C)c1=O,5
CSC1=NCCN1C(=O)c1cccc(C(F)(F)F)c1,-6
CCOC(=O)COc1ccc2c(c1)c(C(=O)OCC)c(C)n2CC,1
COc1ccc(C(=O)CSc2nncn2C)cc1,-9
COc1ccccc1OCC(=O)Nc1ccccc1C(=O)NCc1ccco1,-3
COc1cccc(CNS(=O)(=O)c2cn(C)cn2)c1,-4
Cc1cccc(NC(=O)C2CC(O)CN2C(=O)OCc2ccccc2)c1 (stereo unspecified),-4
COCC(=O)N/N=C(\C)CC(=O)Nc1ccccc1C(N)=O,-9
CCCCn1c(-c2ccc(Cl)cc2)nc2c(=O)n(C)c(=O)[nH]c21,12
CCc1cc(C(=O)OC)c(NC(=O)CCCC(=O)O)s1,-2
C/C(N)=C(/C#N)C(=O)CN1CCCCC1,-2
CCCC(=O)N1CCN(c2ccc(NC(=O)c3ccc(OCC)c([N+](=O)[O-])c3)cc2)CC1,0
CCCC1(C(=O)OCC)NC(c2ccc(OC)cc2OC)C2C(=O)N(c3ccccc3)C(=O)C21 (stereo unspecified),0
COc1ccc(-n2nnc3c(SCC(=O)c4ccccc4)ncnc32)cc1,7
CCOC(=O)C1=C(C)NC2=C(C(=O)C(C(=O)OCC)C(c3ccccc3OC)C2)C1c1ccccn1 (stereo unspecified),3
